Bioassay records from PubChem.
GoLoco inh red – inhibitors of human Gai1-RGS12 GoLoco interaction (red fluorophore); Gai1:RGS12 GoLoco peptide FP, rhodamine, 10 min; Potency, µM (titrated, usually from 61.6 µM), without a hit: at the top dose activity, negative = inhibition, hits mostly inhibitors; P63096; 230,000 tested, 0.44% active; AID 880; active means well fitted inhibition curve with a large enough effect, not every such curve was filed as active; inactive means no such curve, though single readings can be large or run the other way; further: on the % scale 0 is the no-effect control and ±100 the full control effect; nearly all actives have a fitted effect of over 30% in size; many of its hits are not listed in these tables
KDM4E inh – inhibitors of human JMJD2E histone demethylase; B2RXH2; JMJD2E catalytic domain, FDH-coupled NADH fluorescence (FDH is formaldehyde dehydrogenase); Potency, µM (doses to about 57.1 µM), for inactives: at the highest dose activity change, negative = inhibition, actives largely listed as inhibitors; 230,000 tested, 1.6% active; AID 2147; active means well fitted inhibition curve with a large enough effect, not every such curve was filed as active; inconclusive means small, poorly fitted or top-dose-only effect, or another doubt; inactive means no such curve, though single readings can be large or run the other way;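 further: 0% = wells with enzyme and -100% = buffer wells without enzyme; nearly all actives have a fitted effect of over 50% in size; many of its hits are not listed in these tables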
TexasRed fluor – alters Texas Red total fluorescence, flagging assay interference | TRb/SRC2 Texas Red total fluorescence interference | Potency, µM (highest dose often 106 µM), inactives show top-dose fluorescence change, negative = quenching | 280,000 tested, 0.29% active; active means well fitted curve in either direction with a large enough effect; inconclusive means small, poorly fitted or top-dose-only effect; further: on the % scale 0 is the no-effect control and ±100 the full control effect
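Human TRβ ligand-binding domain (0.6 uM) and Texas Red SRC2 peptide (20 nM) in Tris buffer with 1 uM T3 and 5% DMSO were incubated with pinned compound for 5 hr at ambient temperature. Total fluorescence was computed as S + 2P (555/632 nm).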
LMNA splice mod – changes lamin A minigene splicing in HeLa cells; HeLa LMNA splicing GFP/RFP minigene ratio, 48 h; Potency, µM (doses to about 46.1 µM), without a hit: at the top dose ratio change, negative = inhibition, usual class: inhibitors; 200,000 tested, 0.01% active; AID 1487; active means well fitted inhibition curve with a large enough effect in the signal ratio, with a control signal flat, not every such curve was filed as active; inconclusive means small, poorly fitted or top-dose-only effect, or effect the other way, or a change in a side signal; the % refers to the signal ratio; further: on the % scale 0 is the no-effect control and ±100 the full control effect
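S3 HeLa cells stably expressing lamin A-EGFP splicing minigene plus DsRed2, 600 cells/well, 48 h compound exposure at 37C. Laser-scanning cytometry; analysed as GFP (500-530 nm)/RFP (575-640 nm) total intensity ratio; 0.5% DMSO vehicle.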
TRb SRC2 PPI – TRbeta-SRC2 interaction inhibition; P10828; TRbeta-SRC2 peptide binding, fluorescence polarization; receptor liganded with 1 µM T3; Potency, µM (series often up to 106 µM), without a hit: top-dose activity change, negative = inhibition, most hits filed as inhibitors; 280,000 tested, 0.065% active;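 further: plate controls were bound peptide for no effect and peptide without receptor for full effect; nearly all actives have a fitted effect of over 50% in size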
Target sequence (P10828 whole entry, looked up): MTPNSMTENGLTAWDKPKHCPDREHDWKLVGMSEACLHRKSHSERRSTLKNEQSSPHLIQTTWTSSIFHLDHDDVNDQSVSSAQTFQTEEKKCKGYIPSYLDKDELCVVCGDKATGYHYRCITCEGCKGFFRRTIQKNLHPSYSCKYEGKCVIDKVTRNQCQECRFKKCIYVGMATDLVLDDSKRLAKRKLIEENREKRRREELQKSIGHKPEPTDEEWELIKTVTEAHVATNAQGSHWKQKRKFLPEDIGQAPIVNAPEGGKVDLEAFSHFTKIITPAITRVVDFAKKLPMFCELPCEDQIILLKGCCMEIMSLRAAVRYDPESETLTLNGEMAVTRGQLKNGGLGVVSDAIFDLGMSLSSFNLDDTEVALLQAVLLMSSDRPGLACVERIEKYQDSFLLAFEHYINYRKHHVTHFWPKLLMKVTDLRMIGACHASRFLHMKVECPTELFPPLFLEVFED
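Binding of a 20-amino-acid Texas Red SRC2 peptide (20 nM) to TRb ligand-binding domain (0.6 uM) with agonist T3 at 1 uM was followed by fluorescence polarization after a 5 hr room-temperature incubation.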
SMN2 splice enh – SMN2 splice variant enhancement; Potency, µM (titrated, usually from 46.1 µM), inactives show at the highest dose activity change, positive = activation, usual class: activators; 210,000 tested, 2.8% active; HEK293 SMN2-luciferase splicing reporter, luminescence, 30-36 h; further: % of control where 0% means no effect; nearly all actives have a fitted effect of over 55% in size
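qHTS luciferase splicing reporter: luminescence rises when SMN2 exon 7 is included in transfected HEK293 cells. Compound exposure lasted 30-36 h at 37C, with 4.5 mM final sodium butyrate as control, followed by a ONE-Glo read.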
ALDH1A1 inh – inhibitors of human aldehyde dehydrogenase 1A1 | P00352 | Purified ALDH1A1, NADH fluorescence, propionaldehyde substrate | Potency, µM (top dose mostly 75.3 µM), inactives show top-dose activity, negative = inhibition, usual class: inhibitors | 220,000 tested, 7.3% active | AID 1030; active means well fitted inhibition curve with a large enough effect, not every such curve was filed as active; inconclusive means small, poorly fitted or top-dose-only effect, or another doubt; inactive means no such curve, though single readings can be large or run the other way;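 further: plate controls were no enzyme wells and a reference inhibitor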
Target sequence (P00352 whole entry, looked up): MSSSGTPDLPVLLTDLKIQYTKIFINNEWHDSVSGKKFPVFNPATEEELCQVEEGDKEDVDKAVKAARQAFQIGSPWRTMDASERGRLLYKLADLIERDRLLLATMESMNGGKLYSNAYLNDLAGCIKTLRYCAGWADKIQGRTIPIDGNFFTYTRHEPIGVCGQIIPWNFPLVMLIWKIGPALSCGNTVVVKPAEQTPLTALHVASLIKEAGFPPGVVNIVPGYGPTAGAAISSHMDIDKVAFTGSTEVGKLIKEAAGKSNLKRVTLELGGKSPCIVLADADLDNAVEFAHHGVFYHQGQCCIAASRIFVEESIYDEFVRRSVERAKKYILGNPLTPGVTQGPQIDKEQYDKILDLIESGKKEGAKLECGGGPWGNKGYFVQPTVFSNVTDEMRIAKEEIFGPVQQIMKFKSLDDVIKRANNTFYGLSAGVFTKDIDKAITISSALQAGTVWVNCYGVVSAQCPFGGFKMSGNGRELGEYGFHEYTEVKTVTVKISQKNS
RECQ1 inh – RECQ1 (human) helicase inhibition; 240,000 tested, 0.54% active; RECQ1 DNA unwinding, red fluorescence kinetic read; Potency, µM (highest dose often 57.3 µM), for inactives: top-dose activity, negative = inhibition, usual class: inhibitors;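 further: plate controls were vehicle for no effect and no enzyme for full effect; nearly all actives have a fitted effect of over 30% in size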
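50 nM RECQ1T1 preincubated 15 min with compound in Tris pH 8.0 buffer with MgCl2, DTT, Tween-20 and 2.5 ug/ml poly(dI-dC); started with 200 nM TAMRA/BHQ-2 forked duplex and 2 mM ATP. Unwinding read as fluorescence (525/598 nm), two reads 2 h apart.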
Numbers without * were called inactive; i = inactive; ? = inconclusive; / = not tested or not shown; [ ] = dose if it differs, or a comment. Unless noted, the call rests on the fitted dose curve; in most records, active means well fitted curve in the direction sought with a large enough effect; inconclusive means small, poorly fitted or top-dose-only effect, or another doubt; inactive means no such curve, though single readings can be large; an effect the other way counts as inactive or inconclusive. Potency means the concentration at half of the fitted maximal effect.

SMILES | GoLoco inh red | KDM4E inh | TexasRed fluor | LMNA splice mod | TRb SRC2 PPI | SMN2 splice enh | ALDH1A1 inh | RECQ1 inh
CCC(C)N1CCNCC1 (configuration not stated) | 19% | 0% | -2% | 17%[46 µM] | 1% | -11% | 6% | i
CCOc1ccc(CCNC(=O)C2CCN(C(=O)N(C)C)CC2)cc1OCC | -2% | 2% | -2% | -1% | 5% | -7% | 7% | 0%
COc1ccc(Cl)cc1NC(=O)C(=O)NC1CCCCCC1 | 3% | -1% | 0% | 7% | -1% | -1% | -29% | -3%
COc1c(Cl)cc(Br)c(OC)c1C(=O)NC(=O)Nc1nc(C)cc(C)n1 | 3% | 2% | 0% | / | 0% | / | 4% | -11%
COc1ccc2[nH]c(=O)c(C(=O)O)cc2c1 | 5% | ? | -5% | 0%[46 µM] | 2% | 10% | ? | i
CCOc1cc(S(=O)(=O)n2ccnc2)ccc1Cl | 17% | 1% | -4% | / | -2% | -2% | 17% | i
CC(=O)c1ccc(N(C)C)cc1 | 15% | -3% | -1% | 4% | -1% | 19% | 10% | i
Cc1c(C(=O)Cc2ccccc2)n(C)c2ccccc12 | 17% | ? | -2% | -13%[46 µM] | -6% | 7% | -1% | i
CCCCc1ccc(NC(=S)NN2CCOCC2)cc1 | -5% | -16% | 0% | ? | 12% | -1% | 6% | 5%
O=C(NCCN1CCN(C(=O)c2cc3ccccc3oc2=O)CC1)c1cc2ccccc2oc1=O | 8% | ? | -5% | 9% | -2% | ? | ? | -1%
Cc1noc(NS(=O)(=O)c2ccc(NC(=O)CSc3ncccn3)cc2)c1C | 0% | 9% | 1% | -6% | 0% | -1% | 20µM* | 1%
Cc1cc(C(=O)OCC(=O)Nc2cc(C)on2)c2ccccc2n1 | -2% | ? | 2% | 19% | -2% | 31% | 7% | i
OCCCNc1c2c(nc3cc(-c4ccc(Cl)cc4)nn13)CCC2 | 9% | ? | 3%[53 µM] | ? | -1%[53 µM] | / | -11% | -11%
CC1CC(C)CN(c2ncnc3c2cnn3Cc2ccc(Cl)cc2)C1 (configuration not stated) | 7% | 1% | -2% | ? | -7% | 5% | -3% | -6%
O=[N+]([O-])c1cc(S(=O)(=O)N2CCCC2)ccc1O | 9% | 2% | 3% | -6% | -5% | 21% | -13% | i
COc1ccc2c(Cl)c(-c3nnc4n3CCCCC4)sc2c1 | -13% | -3% | 1% | -15% | -6% | -7% | ? | -15%
O=C1C(=Cc2cccn2-c2ccccc2)C(=O)c2ccccc21 | -6% | -16% | -2% | -2% | -12% | 20% | ? | -21%
Cc1ccc(S(=O)(=O)N2CCOCC2)cc1NC(=O)COc1ncnc2ccccc12 | -15% | 12% | -1% | -2% | -16% | 3% | -13% | i
CCCCc1c(C)nc2ccc(C(=O)OCC)cc2c1Cl | 5% | 2% | -40% | -13% | 4% | -8% | 8% | -3%
COc1ccc(C2(CNS(=O)(=O)c3ccccc3)CCOCC2)cc1 | 5% | 5% | 0% | ? | 1% | 1% | -9% | -11%
CCOc1ccc(C(=O)Cc2ccc3oc(C(=O)O)cc3c2)c(O)c1 | -6% | 4% | -3% | -4% | -4% | -4% | ? | -2%
Cc1csc(NC(=O)CCC(=O)c2cccs2)n1 | 5% | -5% | -1% | / | -4% | -13% | -4% | -5%
COc1ccc2[nH]c(CN3CCC(CO)(CCOc4ccccc4)CC3)c(C)c2c1 | 17% | ? | 2%[53 µM] | 13%[46 µM] | -9%[53 µM] | / | -14% | i
CCc1cc(C)cc(OCCNC(=O)c2cncc(Br)c2)c1 | -2% | -2% | -1% | -17% | 4% | -16% | -12% | -11%
CC(=O)NNc1nc2ccccc2s1 | 7% | -7% | -1% | 5% | 0% | -24% | 4% | 3%
O=C(/C=C/c1ccco1)NCc1ccc(F)cc1 | 2% | -22% | -5% | ? | 2% | -1% | 18µM* | -20%
O=C(O)C1Cc2[nH]cnc2C(c2ccc(F)cc2)N1 (configuration not stated) | -8% | ? | 0% | -3%[46 µM] | 4% | 8% | ? | -17%
CC(=C/c1ccccc1)/C=N/NC(=O)c1ccc2nc[nH]c2c1 | 4% | 4% | -1% | -24% | 1% | ? | ? | -6%
c1ccc(CNc2cc(-c3cccnc3)ncn2)cc1 | 0% | / | / | -12% | / | / | ? | -1%
O=C1C2C3C=CC(CC3)C2C(=O)N1c1ccccc1[N+](=O)[O-] (configuration not stated) | -15% | -2% | -1% | / | -3% | -15% | ? | -3%
Cn1nnc(NC(=S)NC(=O)c2ccc(-c3ccc(Br)cc3)o2)n1 | 8% | -21% | 1% | / | -5% | 9% | 7.9µM* | i
CCCOC(=O)c1c(NC(=O)C2CCCO2)sc(C(=O)OC)c1C (configuration not stated) | -14% | 0% | -7% | 7% | 1% | -4% | 2µM* | -17%
COc1ccc(/C=N/NC(=O)C(=O)NCc2cccnc2)cc1 | 23% | -3% | 1% | / | 0% | -7% | -1% | -12%
COc1cc(C(=O)NCc2cn3ccccc3n2)cc(OC)c1OC | 3% | ? | 1% | -3% | -7% | 8% | 10% | i
Cc1ccc(-c2nn(-c3ccccc3)cc2C2CC(c3ccccc3)=NN2C(=O)CCC(=O)O)cc1 (configuration not stated) | 6% | -12% | -5% | / | 5% | / | / | -1%
CCOC(=O)N1CCC(N2CCCC(CO)(Cc3cccc(Cl)c3)C2)CC1 (configuration not stated) | 45%[activator] | -4% | -3% | / | -6% | / | -3% | -5%
CCCC(=O)Nc1sc(C)c(C)c1C#N | 9% | -11% | -6% | 14%[46 µM] | -1% | 6% | ? | i
O=C(NCc1ccc2c(c1)OCO2)C1CC(=O)N(C2CCCCCC2)C1 (configuration not stated) | 4% | -8% | 0% | 0% | 12% | 23% | ? | 1%
CCOC(=O)c1oc2ccc(S(=O)(=O)N3CCOCC3)cc2c1C | -14% | 1% | 1% | 10% | -26% | -6% | -7% | i
CC1CC(C)CN(C(=O)CSc2nnc(-c3ccc(F)cc3)o2)C1 (configuration not stated) | 2% | -5% | 0% | -1% | -12% | -7% | ? | -6%
O=C(CNS(=O)(=O)c1c(Cl)cccc1Cl)OCC(=O)c1ccc[nH]1 | 28% | 2% | 2% | 2%[46 µM] | 2% | / | 8% | ?
COc1ccc(C)cc1N/C(N)=N/c1nc(C)cc(C)n1 | 4% | 6% | -3% | ? | -6% | -38%[inhibitor] | -1% | 4%
CN(C)c1ccc(-c2nc3ccccc3c(=O)[nH]2)cc1 | -10% | ? | -7% | / | 3% | / | / | 9%
Cc1ccc(/C=N/NC(=O)CCCOc2ccc(Cl)cc2Cl)cc1 | -6% | 5% | -7% | ? | 3% | -18% | 15% | -8%
CC[C@]1(O)C[C@@H]2CN(CCc3c([nH]c4ccccc34)[C@](C(=O)OC)(c3cc4c(cc3OC)N(C=O)[C@H]3[C@@](O)(C(=O)OC)[C@H](C(=O)OC)[C@@]5(CC)C=CCN6CC[C@]43[C@H]65)C2)C1 | 3% | -20% | -3% | / | 7% | / | -8% | -26%
Cc1cc(C)n(-c2ccc(C(=O)OCC(=O)c3ccc(Br)s3)cc2)n1 | 14% | -2% | -3% | 3% | 2% | -19% | 22µM* | -13%
O=C(NCCCN1CCN(c2cccc(Cl)c2)CC1)c1ccc(N2CCCC2=O)cc1 | -14% | -1% | 1% | -1% | 0% | -35%[inhibitor] | ? | 4%
COCCn1c(C)cc(/C=C2/SC(=O)N(C(C)C(=O)OC)C2=O)c1C (configuration not stated) | 6% | 2% | 0% | / | 6% | / | / | -1%
CCOc1ccccc1/C=N/NC(=O)CNC(=O)COc1ccccc1 | -8% | ? | -1% | 20%[46 µM] | 4% | 14% | -6% | -1%
CCOC(=O)/C(=C/c1ccc(Cl)cc1)NC(=O)c1ccco1 | 4% | 5% | 1% | ? | -6% | 14% | 6% | 0%
Cc1ccc(/C=C/C(=O)NC(=S)N2CCN(C)CC2)cc1 | 2% | -1% | -1% | -13% | -7% | -4%[1.84 µM] | 6% | -2%
CN(C)CC(=O)Nc1cc(C(F)(F)F)ccc1Cl | 10% | 3% | 5% | 20% | -19% | -10% | 5% | -4%
O=c1oc2ccccc2c(NC(c2ccccc2)c2ccccc2)c1[N+](=O)[O-] | -7% | 5% | -6% | ? | 2% | 0% | 22µM* | -2%
CC(C)(C)[C@H]1C=C(C(N)=O)O[C@@H](OCc2ccc(CO)cc2)C1 | 1% | 9% | -1% | / | 4% | / | 11% | -17%
Cc1cc2cc(CNC(=O)CCC(=O)O)ccc2[nH]1 | 5% | 0% | 1% | 1% | 1% | -4% | 28µM* | -2%
N#Cc1nc(Cc2cccc3ccccc23)oc1NCc1ccco1 | / | -11% | 0% | ? | -14% | / | ? | -14%
COc1cc(C2Oc3ccccc3C=C2[N+](=O)[O-])cc(OC)c1OC (configuration not stated) | -8% | ? | -4% | / | 5% | / | / | -25%
COc1ccc(O)c(C(=O)CC(=O)c2ccccc2)c1 | 10% | ? | 0% | ? | -7% | 1.8µM* | ? | -9%
Cc1nc(N2CCC(C)CC2)c2nnn(Cc3ccccc3)c2n1 | 4% | -5% | -5% | ? | -2% | -48%[inhibitor] | ? | i
COc1ccc(C2=NOC3(CC(=O)N(c4ccc(F)cc4)C3=O)C2)cc1 (configuration not stated) | 14% | 6% | 1% | / | 10% | / | / | -8%
CCOc1ccccc1C(=O)N[C@H](C(=O)OCc1cc(=O)oc2cc(C)ccc12)C(C)C | 10% | -14% | 0% | ? | 1% | 1% | ? | -13%
CCOC(=O)c1nnc(-c2ccc(C)cc2)nc1Sc1cccc(Cl)c1 | 6% | 2% | 2% | 1% | 2% | 20% | 4% | -1%

This is a subset. The share of hits here may be higher or lower than overall.
